PhoP inhibition: inhibitors of PhoP regulon expression, primary screen, Salmonella Typhimurium, GFP reporter (AID 1863) | S. Typhimurium PhoP-regulated promoter GFP reporter, 4 h; higher % means a stronger effect | inhibition, % at 50 µM, or IC50 in µM where a hit was titrated | actives 0.16% (n = 300,000);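 active = inhibition over 29.93%, a cutoff 3 SD above the screen mean, later confirmed by dose response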;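 note: 0% = low Mg2+ inducing control and 100% = high Mg2+ repressing control; strong numbers were not always called active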
Myeloid diff MLP: induction of myeloid progenitor differentiation, primary screen, cell-based, flow cytometry, MLPCN library. calls only at 10 µM. ER-HoxA9 myeloid progenitors, lysozyme-GFP differentiation. actives 1% (n = 360,000);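 active = normalized GFP-positive differentiation at or above the plate's own cutoff, the solvent-only control mean plus 3 SD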;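 note: cells exposed to compound for four days before flow analysis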
Myeloid diff MLP GFP+ MAC1+ %: recorded beside Myeloid diff MLP, whose call it bears; GFP+ MAC1+ double positive, %; measured here: differentiation confirmed by MAC1 staining
* = called active by the depositor; i = inactive. The list is partial, so the mix of outcomes need not match the whole.

mol	PhoP inhibition	Myeloid diff MLP	Myeloid diff MLP GFP+ MAC1+ %
Cc1ccnc(NC(=O)c2ccc(S(=O)(=O)N3CCCCCC3)cc2)c1	4%	i	0.1
NS(=O)(=O)c1ccc(CCNC(=O)COC(=O)c2cc([N+](=O)[O-])ccc2N2CCOCC2)cc1	-2%	i	0.2
COc1cccc(CN2C(=O)[C@@H]3Cc4c([nH]c5ccccc45)C(C)(C)N3C2=O)c1	0%	i	4.9
COc1ccc(N2CCN(C(=O)COC(=O)c3oc4ccc(OC)cc4c3C)CC2)cc1	-5%	i	0.5
O=C1CCC(c2ccccc2)(C2CCN(Cc3ccccc3)CC2)C(=O)N1 (stereo not given)	-8%	i	2.4
CCCNC(=O)c1cccc(COCC(F)(F)F)c1	1%	i	0.3
Cc1ccc(S(=O)(=O)NCCC(=O)NC(C)CCc2ccccc2)cc1 (stereo not given)	-9%	i	0.6
CC(=O)Nc1ccc(NC(=O)C(C)OC(=O)c2cc(S(=O)(=O)N(C)C)ccc2N2CCCC2)cc1 (stereo not given)	-3%	i	1.4
CC1(c2ccc(OC(F)F)cc2)NC(=O)N(CC(=O)Nc2cccnc2Cl)C1=O (stereo not given)	3%	i	0.9
O=C(OCC(=O)N(Cc1ccccc1)Cc1ccccc1)c1ccccc1NCCO	-1%	i	0.5

(next part)
mol	PhoP inhibition	Myeloid diff MLP	Myeloid diff MLP GFP+ MAC1+ %
CN(CC(=O)Nc1cccc(F)c1)C(=O)c1cc([N+](=O)[O-])ccc1N1CCCCC1	6%	i	0.1
CC1CCCCC1NC(=O)c1ccc(NS(=O)(=O)c2ccc3[nH]c(=O)[nH]c3c2)cc1 (stereo not given)	0%	i	0.6
COc1ccccc1C(=O)NC(=O)CSc1nc(C)cs1	-5%	i	0.6
CCCCN(C(=O)c1ccc(C)o1)c1c(N)n(CCCC)c(=O)[nH]c1=O	-3%	i	0.3
O=C1C=C(c2ccc3[nH]ccc3c2)CCC1	-4%	i	1.5
CCCNC(=O)c1ccccc1NC(=O)Cc1ccc(OC)c(S(=O)(=O)N2CCOCC2)c1	8%	i	0.3
Cc1ccc(S(=O)(=O)Nc2cc3c4c(c2)CCC(=O)N4CCC3)cc1	1%	i	0.5
CCCn1nc(C(=O)NNC(=O)CCOc2ccccc2OCC)c2ccccc2c1=O	5%	i	1.2
CN(CC(=O)Nc1ccc(Cl)cc1)C(=O)CNC(=O)c1ccc2c(c1)OCO2	-1%	i	0.2
Cc1cccc2nc(CSc3ccccc3N)cn12	-1%	i	0.8

The results go on:
mol	PhoP inhibition	Myeloid diff MLP	Myeloid diff MLP GFP+ MAC1+ %
CCOC(=O)N1CCN(C(=O)c2cccc(S(=O)(=O)Nc3ccc(OC)cc3)c2)CC1	5%	i	0.4
O=C(COc1ccccc1)NCCS(=O)(=O)N1CCN(c2ccccc2)CC1	-4%	i	0.6
NS(=O)(=O)c1ccc(CCNC(=O)CN2C(=O)c3ccccc3S2(=O)=O)cc1	14%	i	1.1
Cc1cc(C)c(OCC(=O)OCC(=O)N2CCCc3ccccc32)c(C)c1	6%	i	0.4
CC(C(=O)O)N(c1ccccc1Cl)S(C)(=O)=O (stereo not given)	-11%	i	1.5
C/C(=N\OCC(=O)OCC(=O)NC(=O)c1ccc(OC(F)F)cc1)c1ccc2c(c1)OCO2	7%	i	1.0
O=C(NC1CCSc2ccccc21)c1cc(S(=O)(=O)N2CCOCC2)ccc1Cl (stereo not given)	3%	i	0.8
CCCCn1c(N)c(N(CC(C)C)C(=O)c2cccc(S(=O)(=O)N3CCCCC3)c2)c(=O)[nH]c1=O	-5%	i	1.7
COc1ccccc1CCC(=O)OCC(=O)NC1CCCC1	-6%	i	0.7
COc1ccc(-c2csc(NC(=O)CN3C(=O)NC4(CCCC4)C3=O)n2)cc1OC	7%	i	2.0

The list goes on.
mol	PhoP inhibition	Myeloid diff MLP	Myeloid diff MLP GFP+ MAC1+ %
C[N+](C)(C)CCCCCC[N+](C)(C)C	-10%	i	1.3
Cc1cc2oc3ccc(NCCCn4ccnc4)cc3c(=O)c2cc1C	2%	i	4.4
CC(C)C[C@@]12C(=O)N(c3cccc(Cl)c3)C(=O)N1[C@H](c1ccc(Cl)cc1)[C@@H]1C(=O)N(C3CCCCC3)C(=O)[C@@H]12	-1%	i	1.8
C=CCn1c(COc2ccc(F)cc2)nnc1SCC(=O)NC1CC1	-3%	i	0.5
CC(=O)c1sc(NC(=O)C2CC(=O)N(Cc3ccccc3)C2)nc1-c1ccccc1 (stereo not given)	-3%	i	0.4
Cc1ccc(S(=O)(=O)N2CCCC2CNC(=O)c2ccc3c(c2)OCO3)cc1 (stereo not given)	-5%	i	0.5
Cc1ccc(NC(=O)c2ccc(C)c(S(=O)(=O)N3CCOCC3)c2)nc1	-6%	i	0.7
O=C(c1cc(Cl)nc2ccccc12)N1CCN(S(=O)(=O)c2cccc(F)c2)CC1	3%	i	0.8
O=C(COc1coc(CN2CCN(c3ccccc3F)CC2)cc1=O)NC1CCCC1	2%	i	0.7
NC(=O)c1ccccc1NC(=O)COC(=O)C1(c2ccccc2)CC1	3%	i	1.0

(continued)
mol	PhoP inhibition	Myeloid diff MLP	Myeloid diff MLP GFP+ MAC1+ %
Cc1ccccc1NC(=O)CSc1ccc(-c2ccc(-n3cccn3)cc2)nn1	-3%	i	0.6
CC(Sc1nn(-c2ccc(F)cc2)c(=S)s1)C(=O)c1c(N)n(C)c(=O)n(C)c1=O (stereo not given)	-1%	i	1.8
Cc1ccc(S(=O)(=O)NCc2ccccc2)cc1C(=O)NCC(C)(C)N1CCOCC1	0%	i	0.9
CCCCCCSc1ccc([C@H]2N[C@@](C)(C(=O)OC)[C@H]3C(=O)N(CC)C(=O)[C@@H]23)cc1	-8%	i	0.5
CCCCn1c(N)c(N(CCOC)C(=O)CSCc2ccc(Cl)c(Cl)c2)c(=O)[nH]c1=O	-4%	i	0.4
O=C1CC2(CCN(C(=O)c3ccccc3Br)CC2)Oc2ccccc21	-5%	i	1.3
Cc1ccc(C(=O)OCC(=O)N2C(C)CCCC2C)cc1S(=O)(=O)N1CCOCC1 (stereo not given)	-8%	i	1.1
Cc1ccc2c(CC(=O)N(CC3CCCO3)c3c(N)n(Cc4ccccc4)c(=O)[nH]c3=O)coc2c1 (stereo not given)	-8%	i	0.4
COc1ccc(COC(=O)CN2C(=O)NC3(CCCC3)C2=O)cc1F	-3%	i	0.6
CN(C(=O)COC(=O)c1ccc(Br)o1)c1c(N)n(Cc2ccccc2)c(=O)[nH]c1=O	8%	i	0.6

Continuation.
mol	PhoP inhibition	Myeloid diff MLP	Myeloid diff MLP GFP+ MAC1+ %
Cc1[nH]c2ccc(C(=O)OC(C)C(=O)NCc3ccccc3)cc2c1C (stereo not given)	-7%	i	0.6
CC(OC(=O)c1ccc(NC(=O)CC#N)cc1)C(=O)Nc1nc(-c2ccccc2)cs1 (stereo not given)	-4%	i	0.3
Cc1ccc(NC(=O)COc2ccc3c(c2)CCC3)nc1	-10%	i	0.6
CN(CC(=O)Nc1c(Cl)cccc1Cl)C(=O)c1ccccc1-c1nc2ccccc2s1	0%	i	0.9
CS(=O)(=O)c1ccc(C(=O)Nc2ccc(S(=O)(=O)N3CCCCC3)cc2)cc1	-2%	i	0.9
CC(=O)Nc1cccc(C(=O)Nc2ccc(S(=O)(=O)N3CCCCC3)cc2)c1	-3%	i	1.1
CCCCN(C(=O)CSCc1c(C)noc1C)c1c(N)n(CCCC)c(=O)[nH]c1=O	-2%	i	1.0
CCOc1ccc(NC(=O)CN(C)C(=O)CSCc2cccc(C)c2)cc1OCC	10%	i	1.1
COc1cccc(CNC(=O)c2ccc(OCC(=O)N3CCOCC3)c(OC)c2)c1	-2%	i	0.6
Cc1ccc(NC(=O)CN(C(=O)N2CCN(C)CC2)S(=O)(=O)c2ccc(C)cc2)cc1	-1%	i	0.4

Single records, as listed above. Order of values: PhoP inhibition | Myeloid diff MLP | Myeloid diff MLP GFP+ MAC1+ %
CCCCN(C(=O)CSCc1c(C)noc1C)c1c(N)n(CCCC)c(=O)[nH]c1=O reads -2% | i | 1.0
CN(CC(=O)Nc1c(Cl)cccc1Cl)C(=O)c1ccccc1-c1nc2ccccc2s1 reads 0% | i | 0.9
CC(OC(=O)c1ccc(NC(=O)CC#N)cc1)C(=O)Nc1nc(-c2ccccc2)cs1 (stereo not given) reads -4% | i | 0.3
CS(=O)(=O)c1ccc(C(=O)Nc2ccc(S(=O)(=O)N3CCCCC3)cc2)cc1 reads -2% | i | 0.9
Cc1ccc(NC(=O)CN(C(=O)N2CCN(C)CC2)S(=O)(=O)c2ccc(C)cc2)cc1 reads -1% | i | 0.4

The listing continues:
mol	PhoP inhibition	Myeloid diff MLP	Myeloid diff MLP GFP+ MAC1+ %
CC(=O)Nc1cccc(NC(=O)CSc2nc(=O)n(Cc3ccccn3)c3c2CCC3)c1	-7%	i	0.7
CCN(CC(=O)Nc1cccc(S(=O)(=O)N2CCCCC2)c1)Cc1ccccc1	4%	i	0.8
NS(=O)(=O)c1ccc(NC(=O)NC2CC(=O)N(c3ccc4c(c3)OCCO4)C2)cc1 (stereo not given)	4%	i	0.5
O=C(CNC(=O)c1ccc(Br)o1)NNC(=O)c1cccc(Cl)c1	-7%	i	1.5
COc1ccccc1C(=O)NC(=O)COC(=O)c1cc[n+]([O-])cc1	-2%	i	0.9
CC(Oc1ccc(Br)cc1)C(=O)Nc1cc(S(=O)(=O)N2CCOCC2)ccc1N1CCCC1 (stereo not given)	-5%	i	0.5
CCOc1ccc(OC(=O)c2ccc3c(=O)n4c(nc3c2)CCC4)cc1	0%	i	0.8
CCN(CC)S(=O)(=O)c1ccc(N2CCCC2)c(NC(=O)C2CSC3(C)CCC(=O)N23)c1 (stereo not given)	-7%	i	1.3
CCOc1ccc(S(=O)(=O)NCCC(=O)NCCCSc2ccccc2)cc1	2%	i	2.1
CN(Cc1ccc(Cl)cc1Cl)C(=O)c1cccc(S(=O)(=O)N2CCN(c3ccccc3)CC2)c1	0%	i	1.9

The results go on:
mol	PhoP inhibition	Myeloid diff MLP	Myeloid diff MLP GFP+ MAC1+ %
Cc1ccc(NCC(=O)Nc2cccc(S(=O)(=O)N(C)C)c2)cc1S(=O)(=O)N1CCCCCC1	-7%	i	1.4
O=C(NCCS(=O)(=O)NCc1ccc(F)cc1)c1ccccc1	3%	i	0.6
Cc1ccc(C)c(S(=O)(=O)Nc2ccc(C(=O)NCC(c3ccco3)N(C)C)cc2)c1 (stereo not given)	-5%	i	0.2
CN(CC(=O)Nc1ccccc1Cl)C(=O)c1ccccc1SCC(=O)N1CCCC1	-10%	i	1.5
Cc1ccc(C(=O)N(CCC2=CCCCC2)c2c(N)n(Cc3ccccc3)c(=O)[nH]c2=O)o1	-9%	i	0.4
CCC1(c2ccccc2)NC(=O)N(CC(=O)Nc2ccc(S(=O)(=O)NC3=NCCCCC3)cc2)C1=O (stereo not given)	-7%	i	0.8
Cc1cc(C)c(OCC(=O)OCC(=O)N2c3ccccc3CC2C)c(C)c1 (stereo not given)	-1%	i	0.3
COc1ccc(OC)c(CN2CCN(C(=O)CCNC(=O)c3ccc(Br)cc3)CC2)c1	7%	i	0.9
Cc1cccc(NC(=O)CNC(=O)c2ccc3c(c2)OCO3)n1	-7%	i	0.7
CCC1(c2ccccc2)NC(=O)N(CC(=O)Nc2cc(S(=O)(=O)N3CCCCC3)ccc2N(C)C)C1=O (stereo not given)	11%	i	1.0

The results go on.
mol	PhoP inhibition	Myeloid diff MLP	Myeloid diff MLP GFP+ MAC1+ %
Cc1ccc(C)c(Cn2nnc(C(=O)Nc3ccc4c(c3)OCCO4)c2N)c1	8%	i	0.6
CC(C)(C)c1ccc(OCCC(=O)OCC(=O)NCc2ccccc2)cc1	5%	i	0.6
Cc1ccc(C)c(S(=O)(=O)N2CCCC2CNC(=O)C(=O)NCCN2CCOCC2)c1 (stereo not given)	-6%	i	0.8
CCN(CC(=O)NCc1ccc(Cl)cc1)C(=O)CSCC(=O)Nc1ccc(C)cc1	4%	i	0.4
CN(CC(=O)Nc1ccccc1Br)C(=O)CNC(=O)c1ccco1	-4%	i	0.7
Cc1ccc(NC(=O)CSCC(=O)Nc2sccc2C#N)cc1	-4%	i	0.4
CC(O)[C@H]1CC[C@H]2[C@@H]3CC[C@H]4C[C@H](O)CC[C@]4(C)[C@H]3[C@H](O)C[C@]12C (stereo not given in full)	0%	i	2.2
COc1cccc(CCNS(=O)(=O)CCNC(=O)c2cccc(OC)c2)c1	12%	i	0.5
Cc1sc2ncnc(N3CCC(C(=O)Nc4ccccc4C(C)(C)C)CC3)c2c1C	-8%	i	0.6
COc1ccc(NC(=O)[C@@H]2CCCN2S(=O)(=O)c2cccc3cccnc23)cc1	-1%	i	1.8

Remaining list, next part.
mol	PhoP inhibition	Myeloid diff MLP	Myeloid diff MLP GFP+ MAC1+ %
CCNc1nc(NCC)n2c(SCC(=O)Nc3ccc(C)c(C)c3)nnc2n1	7%	i	1.1
Cc1c(S(=O)(=O)N2CCCC2)c(=O)n(C)c(=O)n1C	7%	i	0.4
O=C(CSc1ccc(Br)cc1)NC1CCS(=O)(=O)C1 (stereo not given)	6%	i	0.7
COc1ccccc1C(=O)NCCC(=O)N(C)CC(=O)Nc1c(Cl)cccc1Cl	1%	i	1.1
COc1ccccc1CN1C(=O)[C@@H]2Cc3c([nH]c4ccccc34)C(C)(C)N2C1=O	-10%	i	1.3
COc1ccccc1NC(=O)C(C)OC(=O)CN1C(=O)C2CC=CCC2C1=O (stereo not given)	4%	i	1.4

Assay outcomes: PubChem BioAssay, several laboratories
